GPR151 activ: activators of human GPR151, primary screen, cell-based, PathHunter beta-arrestin, luminescence; PathHunter beta-arrestin GPR151 cells; activation, % at 11.2 µM; 650,000 tested, 1% active; AID 1508602, 2020; in the data active = activation above about 4.9%;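 note: 0% = median of compound wells and 100% = cells with positive control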
MITF primary: MITF inhibitors, primary screen, biochemical, AlphaScreen, human | Microphthalmia-associated transcription factor (Homo sapiens), O75030 | AlphaScreen MITF homodimerization, bead proximity signal | inhibition, % at 2.6 µM | 650,000 tested, 0.91% active | AID 1259374, 2018; in the data active = inhibition above about 50%;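 note: 0% = vehicle wells with protein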
TEAD-YAP inh: TEAD-YAP interaction inhibition, primary screen, TEAD-YAP interaction inhibitor project, luminescence, HEK-TIYL cells. TEAD-Gal4/YAP UAS-luciferase luminescence. inhibition, % at 9.12 µM. 640,000 tested, 1.4% active; in the data active = inhibition above about 32%;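 note: 0% = median of test compound wells and 100% = reference inhibitor wells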
FBW7 act: FBW7 E3 ligase activators, primary screen, biochemical, AlphaScreen, human; F-box/WD repeat-containing protein 7 (Homo sapiens), Q969H0; AlphaScreen FBW7–phospho-cyclin E peptide binding, activator screen; normalized activity (activation), % at 26.1 µM; 650,000 tested, 0.13% active; AID 1259310, 2017; in the data active = normalized activity above about 1.9%;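 note: purified mutant Fbw7 with reduced substrate affinity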
Target sequence (Q969H0 whole entry, looked up): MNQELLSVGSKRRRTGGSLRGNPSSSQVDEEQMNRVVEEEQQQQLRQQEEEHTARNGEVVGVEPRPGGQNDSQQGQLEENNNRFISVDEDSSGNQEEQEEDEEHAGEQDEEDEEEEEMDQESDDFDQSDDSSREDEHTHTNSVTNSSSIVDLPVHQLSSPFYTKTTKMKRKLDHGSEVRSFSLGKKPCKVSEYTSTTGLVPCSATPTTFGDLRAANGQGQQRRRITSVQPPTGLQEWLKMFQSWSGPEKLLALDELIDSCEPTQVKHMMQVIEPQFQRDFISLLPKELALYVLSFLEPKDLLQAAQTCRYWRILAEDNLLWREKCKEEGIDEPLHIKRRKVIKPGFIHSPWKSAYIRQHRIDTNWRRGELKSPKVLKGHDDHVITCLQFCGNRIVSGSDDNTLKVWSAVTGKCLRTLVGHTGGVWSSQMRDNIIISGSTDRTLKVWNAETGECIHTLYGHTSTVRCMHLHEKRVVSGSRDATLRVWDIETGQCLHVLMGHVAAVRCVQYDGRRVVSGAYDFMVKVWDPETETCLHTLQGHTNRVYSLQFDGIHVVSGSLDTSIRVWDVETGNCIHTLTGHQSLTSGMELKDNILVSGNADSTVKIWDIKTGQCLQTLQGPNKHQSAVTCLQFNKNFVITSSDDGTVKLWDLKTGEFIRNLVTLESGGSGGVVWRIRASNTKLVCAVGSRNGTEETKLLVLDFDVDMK
Active calls of the source: *; & = joins results of further samples. Hits appear at their usual frequency; about 3.4% have a hit in one of these screens.

Each structure is followed by: GPR151 activ, MITF primary, TEAD-YAP inh, FBW7 act
CC1CCCN(S(=O)(=O)c2ccc3[nH]c(=O)cc(C(=O)O)c3c2)C1 (centres undefined)
    -0.8, 9, -7, 0.6
CCOC(=O)c1c(NC(=O)Cc2ccccc2)sc(C(=O)Nc2ccc(OC)cc2)c1C
    -0.7, -6, 3, 0.1
CC(C)C(=O)N(C)c1nc2c(s1)CCc1occc1-2
    0.3, 2, -9, -0.2
Cc1ccc(N2C(=O)CSC2c2ccc(OC(F)F)cc2)cc1 (centres undefined)
    -2.2, -13, 8, 0.9
CCCc1nnc2n1N=C(c1ccc(Cl)c(Cl)c1)CS2
    -1.5, 0, -5, 0.0
O=C(Nc1cc2c3c(c1)CCC(=O)N3CCC2)c1cccs1
    -2.1, 2, 14, 0.0
O=C(CN1C(=O)c2ccccc2S1(=O)=O)N(Cc1ccccc1)c1ccccn1
    1.3, 4, 18, 0.1
COc1ccc(CCNC(N)=O)cc1OC
    1.8, -6, 4, -0.1
O=C(NCC(c1ccc2c(c1)OCO2)N1CCOCC1)C(=O)Nc1ccc(F)cc1 (centres undefined)
    -1.7, 9, -6, 0.1
CS(=O)(=O)CC[C@@H](C(=O)NC1CCCCCC1)N1Cc2ccccc2C1=O
    -1.3, 1, -25, 1.0
Cc1cccc(-n2ccnc2CN2CCN(C(C)C)C(CCO)C2)c1 (centres undefined)
    -0.4, -1, -2, -0.1
O=C(O)c1ccc(-n2cccc2)cc1O
    -2.2, 7, 32*, 0.1
COc1ccc(NC(=O)CSc2nc(C)cs2)cc1S(N)(=O)=O
    0.6, 3, -4, 0.1
Cc1ccc(C2CC(=O)NC(SCC(=O)OC(C)C)=C2C#N)cc1 (centres undefined)
    1.3, 15, -10, 0.0
CCOP(=O)(OCC)c1nc(-c2ccc(Cl)cc2)oc1NCc1ccco1
    -1.8, 13, 8, 0.9

Retrieved by structure from above, seven records:
Each structure is followed by: GPR151 activ, MITF primary, TEAD-YAP inh, FBW7 act
O=C(O)c1ccc(-n2cccc2)cc1O
    -2.2, 7, 32*, 0.1
Cc1ccc(C2CC(=O)NC(SCC(=O)OC(C)C)=C2C#N)cc1 (centres undefined)
    1.3, 15, -10, 0.0
CC1CCCN(S(=O)(=O)c2ccc3[nH]c(=O)cc(C(=O)O)c3c2)C1 (centres undefined)
    -0.8, 9, -7, 0.6
COc1ccc(NC(=O)CSc2nc(C)cs2)cc1S(N)(=O)=O
    0.6, 3, -4, 0.1
CCOC(=O)c1c(NC(=O)Cc2ccccc2)sc(C(=O)Nc2ccc(OC)cc2)c1C
    -0.7, -6, 3, 0.1
Cc1cccc(-n2ccnc2CN2CCN(C(C)C)C(CCO)C2)c1 (centres undefined)
    -0.4, -1, -2, -0.1
Cc1ccc(N2C(=O)CSC2c2ccc(OC(F)F)cc2)cc1 (centres undefined)
    -2.2, -13, 8, 0.9

Following part.
Each structure is followed by: GPR151 activ, MITF primary, TEAD-YAP inh, FBW7 act
CC1CCCCN1C(=O)C(C)(C)Oc1ccc(Cl)cc1 (centres undefined)
    2.2, -7, -9, -0.1
OC(COc1ccccc1)Cn1c(Cc2ccccc2)nc2ccccc21 (centres undefined)
    -1.3, -10, 15, 0.0
O=C1NC(=S)S/C1=C\C=C/c1ccccc1
    -1.2, 15, -14, -0.1
c1cnc2ccc(Nc3nccc(NC4CC4)n3)cc2c1
    -1.1, 0, -12, 0.1
Cc1nn(-c2ccccc2)c(Cl)c1C(=O)Nc1ccc(C(=O)NCc2cccnc2)cc1
    -0.5, 25, 39*, 0.3
CCC(CO)NCc1ccc(Cl)cc1 (centres undefined)
    0.4, -7, 8, 0.1
CN(C)CCCNc1c([N+](=O)[O-])c(=O)oc2ccccc12
    -3.4&-2.2, -15&8, 10&5, 1.0&-0.1
Cc1ccc2c(Cn3cc(C(F)(F)F)cc(Cl)c3=O)cc(=O)oc2c1
    7.6*, -8, -3, -0.2
O=C(O)/C=C1\OC(=O)c2ccccc21
    1.3, -4, -1, 0.0
COC(=O)c1ccc2c(=O)n(CCCCCC(=O)NCc3ccccc3)c(=O)[nH]c2c1
    0.0, 1, 4, -0.2
O=C(O)C12CC3CC(C1)CC([N+](=O)[O-])(C3)C2
    0.2, 1, -12, 0.2
CCOc1ccc(-n2nc3ccc(NC(=O)Cc4ccccc4)cc3n2)cc1
    1.0, 1, -2, 0.0
O=C(O)/C=C\c1nc2ccccc2c(=O)[nH]1
    -0.2, 7, 2, 0.0
CC1CCN(C(C)(C)C)CC1=O (centres undefined)
    0.0, 1, 9, -0.1
O=[N+]([O-])c1cc(Cl)ccc1NCC1COc2ccccc2O1 (centres undefined)
    -1.6, 7, -69, -0.4

In another format: 5 of the compounds above
mol | GPR151 activ | MITF primary | TEAD-YAP inh | FBW7 act
OC(COc1ccccc1)Cn1c(Cc2ccccc2)nc2ccccc21 (centres undefined) | -1.3 | -10 | 15 | 0.0
O=C1NC(=S)S/C1=C\C=C/c1ccccc1 | -1.2 | 15 | -14 | -0.1
c1cnc2ccc(Nc3nccc(NC4CC4)n3)cc2c1 | -1.1 | 0 | -12 | 0.1
Cc1nn(-c2ccccc2)c(Cl)c1C(=O)Nc1ccc(C(=O)NCc2cccnc2)cc1 | -0.5 | 25 | 39* | 0.3
CCC(CO)NCc1ccc(Cl)cc1 (centres undefined) | 0.4 | -7 | 8 | 0.1

Remaining list, next part.
Each structure is followed by: GPR151 activ, MITF primary, TEAD-YAP inh, FBW7 act
COc1ccc(C(=O)Nc2c3c(nn2-c2ccc(F)cc2)CS(=O)(=O)C3)cc1
    -0.7, 7, 5, -0.1
O=C(CCN1CCCO1)N1CCCC(CNC(=O)C2(c3ccc(Cl)cc3)CC2)C1 (centres undefined)
    -1.5, -3, 0, -0.1
CC(C)(C)c1ccc(C(=O)NNC(=O)COc2ccccc2)cc1
    0.2, 0, -16, 0.1
C=CCN1C(=O)C(O)(CC(=O)c2ccc(C(C)(C)C)cc2)c2ccccc21 (centres undefined)
    -0.1, -5, 1, 0.1
Cc1ccc(N(CC(=O)NCc2ccncc2)S(=O)(=O)c2ccccc2)c(C)c1
    -0.1, -1, -7, -0.8
Cc1cc2c(cc1C)NC(=O)CC(C(F)(F)F)=N2
    0.3, 1, 3, -0.1
O=C1CCCN1CCCNc1nc(-c2cccs2)nc2c1ncn2-c1ccsc1
    -0.5, 14, 55*, 0.1
COCCN1Cc2cccc(C(=O)Nc3c(C)cccc3C)c2C1=O
    -1.0, 14, -2, 1.6
C=C1c2cc(C)ccc2NC(=O)N1c1ccccc1
    0.2, -7, 5, -0.1
c1ccc(C2C3=C(Nc4ncnn42)c2ccccc2OC3c2cccs2)cc1 (centres undefined)
    1.2, -8, 9, -0.1
Cc1cccc(NCC(=O)N/N=C\c2c[nH]c3ccccc23)c1
    0.1, -3, 9, 0.0
COC(=O)C1=C(C(=O)OC)SC(=C2C(=S)C(C)(C)Nc3ccccc32)S1
    -1.2, 40, 8, -0.9
COCCNC(=O)C1CCC(=O)N1Cc1ccc(F)cc1 (centres undefined)
    3.2, 11, 2, 0.0
CC(C)c1nnc(NC(=O)c2ccc(NC(=O)C(F)(F)F)cc2)s1
    -0.8, 6, -33, -0.1
Cc1nc2c(-c3ccccc3)c(C)nn2c(C)c1CC(=O)NCCC(C)C
    0.0, -15, -15, -0.1
COc1ccc(S(=O)(=O)Nc2cc(F)ccc2C)cc1[N+](=O)[O-]
    2.9, -5, -2, 0.0
CCC(C)N(C(C)CC)S(=O)(=O)c1ccccc1[N+](=O)[O-] (centres undefined)
    0.5, 16, 14, 0.2
O=S(=O)(NNC(=S)NCCc1ccccc1)c1ccc(Br)cc1
    -0.1, 10, 1, -0.1
COc1cccc(C2NC(=O)NC(C)=C2C(=O)Nc2ccc(F)c(F)c2)c1OC (centres undefined)
    -0.9, -16, 15, -0.2
Clc1ccc(CSc2nc(NCC3CCCO3)c3ccccc3n2)cc1 (centres undefined)
    -0.1, 15, 0, -0.1
O=C(/C=C/c1ccco1)NCC(=O)N/N=C/c1ccc(C(=O)O)cc1
    0.8, 51*, 5, 0.1
COc1ccc(N2C(=O)C3CC=CCC3C2=O)cc1 (centres undefined)
    -1.1, -4, -1, 0.1
CC(C(=O)O)N1CCNC(=O)C1(C)C (centres undefined)
    -0.4, 17, 3, 1.3
CCCCNC(=O)c1cc(CC(C)C)on1
    -0.3, -7, -39, 0.1
O=C(NNC(=O)c1ccccc1Br)c1ccc([N+](=O)[O-])cc1Cl
    0.3, 0, -4, 0.0
COc1ccc(/C=C/C(=O)NC(=S)NNC(=O)c2cccnc2)cc1
    1.5, 24, -34, -0.7
Cn1c(Nc2cc(NCCO)nc(N)n2)nc2ccccc21
    -1.3, 3, -18, -0.1
Cc1ccccc1-c1nc(C#N)c(N2CCCCC2)o1
    1.8, 6, -4, -0.4
Cc1ccc(NC(=O)CSCCC(=O)O)cc1
    1.7, 3, -2, 0.1
COc1cc(Nc2nc(SCC(=O)NCCc3ccc(S(N)(=O)=O)cc3)nc3ccccc23)cc(OC)c1
    0.0, 13, 13, 0.1
Cc1nc2c(-c3ccc(F)cc3)c(C)nn2c(C)c1CC(=O)NCc1ccco1
    0.8, 0, -1, 0.3
Cc1cc(C(=O)Nc2c(F)cc(F)cc2Br)no1
    -1.0, 12, 2, 0.4
COc1ccccc1C(=O)N[C@H]1C[C@H]2C(=O)N[C@H](Cc3ccccc3)C(=O)N2C1
    -0.5, -1, -12, 0.9
O=C(CSc1nc2ccccc2c(=O)n1CCCN1CCCCC1)c1ccc(F)cc1
    1.3, 7, 0, -0.2
COc1ccc(NC(=O)Cn2cc(C(=O)c3ccccc3)c(=O)c3ccccc32)c(OC)c1
    0.3, 5, 4, -0.1
COc1ccc(S(=O)(=O)Nc2nccnc2-c2ccc(C)cc2)cc1OC
    -0.3, 17, 10, -0.1
S=c1nc(-c2ccccc2)n(CCCn2ccnc2)c2c1CCCC2
    -0.5, -1, -2, 0.0
O=S(=O)(Nc1ccc(-c2nc3ccccc3[nH]2)cc1)c1ccc(-n2cccn2)cc1
    5.8*, -20, 1, 0.1
O=C(c1ccc([N+](=O)[O-])cc1)N1CCSC1c1cccc(Cl)c1 (centres undefined)
    -1.3, -5, -6, -0.1
O=C(O)c1ccc2noc(-c3ccccc3)c2c1
    -0.1, 10, 4, -0.1
CCOC(=O)N1CCN(CCC(=O)Nc2cccc(C)c2)CC1
    0.5, 1, -6, -0.1
COc1ccc(NC(=O)c2ccc3c(=O)n(-c4ccc(F)c(Cl)c4)c(=S)[nH]c3c2)cc1OC
    0.1, -4, 5, 0.3
CCOC(=O)c1nn(-c2ccc(OC)cc2)c(=O)c2c(NC(=O)CCl)scc12
    -0.5, -7, 4, 0.0
COC(=O)NNS(=O)(=O)c1ccc(C)cc1
    0.0, 11, 0, -0.1
COc1ccc(N2CCN(C(CNS(=O)(=O)c3cc(F)ccc3F)c3ccco3)CC2)cc1 (centres undefined)
    0.4, -4, -9, -0.2
CCOc1ccc(-n2cc(-c3ccccc3)c3c(SC(C)C(C)=O)ncnc32)cc1 (centres undefined)
    -0.3, 1, 13, 0.0
CC1CCCC(C)N1C(=O)c1cc([N+](=O)[O-])ccc1Cl (centres undefined)
    1.8, 4, 6, -0.1
COc1ccc(NC(=O)CSc2nc3cc4c(cc3c(=O)n2CCCC(=O)NCc2ccc3c(c2)OCO3)OCO4)cc1
    -1.1, 7, 0, 0.0
O=C(/C=C/c1cccs1)Nc1nc(-c2ccc3c(c2)OCCO3)cs1
    1.0, -5, -7, -0.1
O=C(O)CC1(CC(=O)N2CCC(Cc3ccccc3)CC2)CCCC1
    1.1, 2, 1, 0.2
COc1ccc(OC)c(C2C(C(N)=O)=C(C)Nc3nc(CCCO)nn32)c1 (centres undefined)
    7.7*, 21, -8, 0.7
Cc1c2c(c(C)n1C)C(C(=O)NC1CCCCC1)N(c1ccc(Cl)cc1)C2=O (centres undefined)
    -0.9, 14, -8, 0.9
COc1cc(-c2cccc3cnc(Nc4ccc(-n5cnc(C)n5)cc4)nc23)ccn1
    1.0, 28, 14, 0.1
COC(=O)c1cc(=O)c2c(C)nc(-c3ccc(Cl)cc3)nc2[nH]1
    0.9, 8, -6, 0.1
FC(F)(F)c1cccc(CNc2nc(NCCN3CCOCC3)nc3nc[nH]c23)c1
    -1.8, 5, -8, 0.4
COc1ccc(-n2nc3c(c2NC(=O)CCC2CCCCC2)CS(=O)C3)cc1 (centres undefined)
    -0.7, -3, 1, 0.1
O=c1[nH]c2ccccc2c(=O)n1CC1CCCO1 (centres undefined)
    -0.5, -4, 3, 0.1
CCCN(CCC)S(=O)(=O)c1nc2nc(C)c(C)c(C)n2n1
    -0.2, 2, 4, -0.1
CCOC(=O)COc1ccccc1C1C(C(=O)OC)=C(N)OC2=C1C(=O)CC(C)(C)C2 (centres undefined)
    -0.7, 11, 4, 0.5
O=C(N/N=C/c1ccc([N+](=O)[O-])cc1)C(=O)Nc1ccc(Cl)cc1
    -0.7, -8, 2, -0.1
CCC(C(=O)NCc1ccccc1)n1c2ccccc2c2nc(=O)cc(C)n21 (centres undefined)
    0.3, 9, -3, -0.1
Cc1cc(C)c(S(=O)(=O)Nc2ccc3oc4c(c3c2)CC(C)CC4)c(C)c1 (centres undefined)
    0.1, -5, -11, -0.1

Screens: PubChem, The Scripps Research Institute Molecular Screening Center
